CHO parental Ca: signal in parental CHO cells, OX1R antagonist counter-screen | 0.63% of 330,000 active | inhibition, % at 5.6 µM | parental CHO-K1, ATP-induced calcium, Fluo-8 fluorescence;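 active means inhibition above that plate's mean sample inhibition plus 3 SD, cut at about 26% in these data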;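 further: 0% = ATP-challenged DMSO wells and 100% = DMSO wells without ATP; some compounds past the cut are filed as inactive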
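Assay system: parental CHO cells; Read-out basis: percent inhibition of ATP-evoked calcium rise, normalized to controls; Benchmarks: ATP and no-ATP DMSO wells; Compound dosing: single nominal dose of 5.6 µM per compound; Signal: Fluo-8 calcium dye fluorescence; Also added: ATP as calcium-mobilizing challenge; Repeats: singlicate.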
M1 antag: human CHRM1 antagonism; inhibition, % at 3 µM; AID 588852; CHO-K1 hM1, Fluo-8 calcium fluorescence, ACh EC80 antagonist; P11229; 1.3% of 360,000 active;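 active means percent inhibition above its own plate's cutoff, namely the mean of that plate's compound wells plus 3 SD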;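 further: peak over basal fluorescence ratio during 140 s after agonist addition; 0% = ACh EC80 plus DMSO and 100% = DMSO alone without agonist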
Target sequence (P11229 whole entry, looked up): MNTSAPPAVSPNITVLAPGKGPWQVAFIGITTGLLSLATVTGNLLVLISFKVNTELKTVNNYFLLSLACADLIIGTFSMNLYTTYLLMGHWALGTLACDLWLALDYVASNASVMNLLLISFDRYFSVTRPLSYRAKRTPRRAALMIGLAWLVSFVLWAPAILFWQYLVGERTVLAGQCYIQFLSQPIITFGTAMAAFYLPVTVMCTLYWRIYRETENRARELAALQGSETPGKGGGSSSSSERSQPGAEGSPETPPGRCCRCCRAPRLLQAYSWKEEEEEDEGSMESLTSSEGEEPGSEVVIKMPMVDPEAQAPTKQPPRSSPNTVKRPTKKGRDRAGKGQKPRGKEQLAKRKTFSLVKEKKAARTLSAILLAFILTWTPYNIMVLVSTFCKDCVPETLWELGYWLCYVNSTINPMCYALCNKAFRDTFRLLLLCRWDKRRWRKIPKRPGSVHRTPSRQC
CHO-K1 Ca antag: counter-screen for M1 antagonists: effect in parental CHO-K1 cells | ATP-induced calcium, Fluo-8 fluorescence | inhibition, % at 3 µM | 0.6% of 360,000 active | AID 602250;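 active means inhibition above a per-plate cutoff, the plate's mean sample inhibition plus 3 SD, cut at about 24% in these data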;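 further: 0% = DMSO plus EC80 ATP and 100% = DMSO alone without ATP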
M1 ag: agonists of human M1 muscarinic receptor; CHO-K1 hM1, Fluo-8 calcium fluorescence, agonist mode; 0% DMSO, 100% acetylcholine EC100; activation, % at 3 µM; 0.33% of 360,000 active;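 active means activation above the run's mean compound activation plus 3 SD, cut at about 16% in these data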;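 further: peak over basal fluorescence ratio within a 140 s kinetic read after compound addition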
M1 ag parental: M1 agonist counterscreen hit in parental CHO-K1 cells; Fluo-8 calcium fluorescence; scaled to maximal ATP response, vehicle zero; activation, % at 3 µM; 0.48% of 360,000 active; AID 602248; in the data active means activation above about 15%;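 further: untransfected CHO-K1 host cells lacking M1 receptor as counterscreen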
M4 antag: blocks acetylcholine activation of human M4 receptor; P08173; CHO-hM4 cells, ACh EC80, Fluo-8 calcium fluorescence; inhibition, % at 3 µM; 0.73% of 360,000 active;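 active means inhibition above its plate's cutoff, the mean inhibition of sample wells plus 3 SD, cut at about 27% in these data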;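 further: 0% = acetylcholine EC80 with DMSO and 100% = DMSO without agonist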
Target sequence (P08173 whole entry, looked up): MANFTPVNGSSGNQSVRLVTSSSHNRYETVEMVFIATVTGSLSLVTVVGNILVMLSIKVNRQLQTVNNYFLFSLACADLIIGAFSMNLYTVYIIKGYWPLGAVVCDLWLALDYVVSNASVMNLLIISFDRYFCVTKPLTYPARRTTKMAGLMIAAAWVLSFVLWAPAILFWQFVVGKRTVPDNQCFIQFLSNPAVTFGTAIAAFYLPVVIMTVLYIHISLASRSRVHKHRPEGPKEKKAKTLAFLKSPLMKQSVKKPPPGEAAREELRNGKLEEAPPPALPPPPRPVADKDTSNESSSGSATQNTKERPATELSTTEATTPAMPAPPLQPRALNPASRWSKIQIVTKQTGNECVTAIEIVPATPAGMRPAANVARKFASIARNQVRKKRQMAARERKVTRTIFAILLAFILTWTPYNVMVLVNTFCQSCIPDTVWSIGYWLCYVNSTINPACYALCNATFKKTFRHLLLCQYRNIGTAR
M4 ag: CHRM4 agonism in calcium assay; CHO-K1 hM4/Gqi5, Fluo-8 calcium fluorescence; vehicle 0%, full acetylcholine response 100%; P08173; 0.14% of 360,000 active; activation, % at 3 µM;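 active means activation above the run mean over all test wells plus 3 SD, cut at about 32% in these data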;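 further: peak over basal fluorescence ratio per well then scaled between controls; 0% = DMSO wells and 100% = acetylcholine at EC100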
OXTR potentiate: potentiates the human oxytocin receptor response. 0.061% of 320,000 active. activation, % at 3 µM. CHO-OTR cells, Fluo-8 calcium fluorescence, potentiator mode; 0% = oxytocin EC15, 100% = EC100. P30559;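 active means activation above that plate's cutoff, the mean activation of tested compounds plus 3 SD, cut at about 6.6% in these data, passing the limit was not always enough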;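 further: 100% uses oxytocin at 75 nM as the full agonist control; some results filed as inactive read as strong as hits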
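Dosing: Single dose, 3.0 µM nominal final compound concentration | Material: Human OTR in CHO cells | Technique: Kinetic Fluo-8 calcium fluorescence | Benchmarks: EC15 oxytocin alone as 0%, 75 nM oxytocin as 100% | Probe or stimulus: Oxytocin at about EC15, sub-maximal agonist stimulus | Incubation: Compound 6 min at room temperature before oxytocin, 100 s read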
M1 PAM: human CHRM1 positive allosteric modulation | P11229 | activation, % at 3 µM | CHO-K1 hM1, Fluo-8 calcium fluorescence, ACh EC20; 0% = ACh EC20, 100% = maximal ACh | 0.088% of 360,000 active; in the data active means activation above about 19%, passing the limit was not always enough
* marks the source's active call; other numbers are inactive results; · = not tested or not shown.

Structure	CHO parental Ca	M1 antag	CHO-K1 Ca antag	M1 ag	M1 ag parental	M4 antag	M4 ag	OXTR potentiate	M1 PAM
CC(C)(C)n1cnnc1Sc1ncccc1[N+](=O)[O-]	-6	-15	9	-3	0.5	6	1	-2	13
O=C(Cn1c(=O)oc2cc(S(=O)(=O)N3CCCC3)ccc21)N1CCN(C2CCCCC2)CC1	4	-12	-5	-10	0.6	-16	1	2	9
C=CCNC(=O)c1ccc(CN2CCC(Cc3ccccc3)CC2)cc1	-11	74*	-15	-9	1.4	28*	2	-8	-28
COc1ccc(Cc2nc3ccc(C(=O)N4CCOCC4)cc3o2)cc1	-9	-6	1	-3	0.4	9	1	-3	3
COc1ccc(CNC(=O)C(c2ccco2)N(Cc2cccs2)C(=O)Cc2cccs2)cc1 (stereo not given)	-9	-17	7	4	8.5	-6	7	-13	-3
CCN(C(=O)COC(=O)CNC(=O)c1ccccc1C)C1=CCCCC1	-25	-12	-2	0	0.7	0	1	-7	10
COc1ccc(S(=O)(=O)N2CCN(CC(=O)Nc3c(C)n[nH]c3C)CC2)cc1OC	-4	-11	-13	3	0.6	6	1	3	14
Cc1ccc(NC2CCCN(C(=O)Cc3nonc3C)C2)cc1C (stereo not given)	-10	-11	2	0	-0.1	-6	1	-5	17
Cc1cc(C)nc(SCc2cc(=O)c(OC(=O)c3ccc(Br)o3)co2)n1	-11	-11	16	-4	-0.2	4	0	-1	7
CCN(CC)c1ccc(C(=O)n2cnc3ccccc32)cc1	-6	-9	2	-2	2.7	6	4	-17	3
COc1ccc(CCNC(=O)C2CCN(S(=O)(=O)c3ccc4c(c3)oc(=O)n4C)CC2)cc1OC	-12	-11	-19	-3	0.4	-15	1	-3	8
C=CCN1C(=O)CN=C1NCc1ccccc1	15	-13	-15	-3	0.5	-10	1	-6	7
O=C1CCCN1CCc1cccc2ccccc12	·	-6	-4	0	0.5	3	1	·	5
COc1ccc(CCC(=O)NCCS(=O)(=O)N2CCN(c3ccccc3OC)CC2)cc1	-21	25	-2	5	13	1	31	-13	-15
CN(C)/C=N/c1c(C#N)cnn1-c1ccccc1	6	-18	-13	-1	0.1	2	0	4	0

Shown as labelled records: four of the compounds above.
> Cc1ccc(NC2CCCN(C(=O)Cc3nonc3C)C2)cc1C (stereo not given)
  CHO parental Ca: -10
  M1 antag: -11
  CHO-K1 Ca antag: 2
  M1 ag: 0
  M1 ag parental: -0.1
  M4 antag: -6
  M4 ag: 1
  OXTR potentiate: -5
  M1 PAM: 17

> Cc1cc(C)nc(SCc2cc(=O)c(OC(=O)c3ccc(Br)o3)co2)n1
  CHO parental Ca: -11
  M1 antag: -11
  CHO-K1 Ca antag: 16
  M1 ag: -4
  M1 ag parental: -0.2
  M4 antag: 4
  M4 ag: 0
  OXTR potentiate: -1
  M1 PAM: 7

> CCN(CC)c1ccc(C(=O)n2cnc3ccccc32)cc1
  CHO parental Ca: -6
  M1 antag: -9
  CHO-K1 Ca antag: 2
  M1 ag: -2
  M1 ag parental: 2.7
  M4 antag: 6
  M4 ag: 4
  OXTR potentiate: -17
  M1 PAM: 3

> COc1ccc(CCNC(=O)C2CCN(S(=O)(=O)c3ccc4c(c3)oc(=O)n4C)CC2)cc1OC
  CHO parental Ca: -12
  M1 antag: -11
  CHO-K1 Ca antag: -19
  M1 ag: -3
  M1 ag parental: 0.4
  M4 antag: -15
  M4 ag: 1
  OXTR potentiate: -3
  M1 PAM: 8

Next section
Structure	CHO parental Ca	M1 antag	CHO-K1 Ca antag	M1 ag	M1 ag parental	M4 antag	M4 ag	OXTR potentiate	M1 PAM
CCCCCOc1ccc(NC(=O)C2OC3OC(C)(C)OC3C3OC(C)(C)OC23)cc1 (stereo not given)	-2	-9	3	-7	0.7	9	0	-2	10
COCCNC(=O)c1cccc(OC2CCN(Cc3ccc(F)c(OC)c3)CC2)c1	-21	-6	5	-10	0.0	3	0	-6	4
CC1(Cc2ccc(C(F)(F)F)o2)C(=O)Nc2cc(-c3ccc(F)cc3F)ccc21 (stereo not given)	·	13	-1	-1	-0.3	5	2	·	-8
Cn1ccnc1-c1nnn(-c2ccc(Cl)c(Cl)c2)n1	-7	-12	-3	-3	0.3	13	0	0	15
CCC(=O)n1nc(-c2ccccc2)nc1N	-5	-9	-10	-3	0.2	5	0	5	6
Cc1ccc(S(C)(=O)=O)cc1C(=O)N1CC(C(N)=O)Oc2ccccc21 (stereo not given)	6	-9	-12	-4	0.8	-12	2	-4	7
CC(C)(C)NC(=O)CC1C[C@H](C(=O)N2CCCCC2)[C@@]2(CCc3ccccc3)c3[nH]c4ccccc4c3CCN2C1=O (stereo not given in full)	-12	-12	3	-3	0.2	-7	0	-4	4
CC1(C)Cc2c(sc3nc(-c4cccs4)n(N)c(=O)c23)CO1	16	25	-4	2	16*	15	20	-13	-22
COc1cccc(C(C(=O)NC2CCCCC2)N(C(=O)c2ccccn2)c2cccnc2)c1 (stereo not given)	-17	-2	-2	-8	1.8	-2	8	-10	7
COC(=O)Cc1c(C)c2ccc(OCc3nn[nH]n3)c(C)c2oc1=O	11	8	-10	-3	1.1	-7	1	-4	-2
O=C(COC(=O)C1CC1)Nc1ccc([N+](=O)[O-])cc1C(F)(F)F	0	-3	-2	-2	0.2	-11	0	1	1
O=C(NCC(c1cccs1)N1CCOCC1)c1ccccc1NS(=O)(=O)c1ccc(Cl)c([N+](=O)[O-])c1 (stereo not given)	-4	21	22	-2	16*	14	19	-22	-20
COc1ccc(-n2nnc3c(=O)n(CC(=O)N4CCC(Cc5ccccc5)CC4)cnc32)cc1	-10	-17	1	-3	0.1	1	2	-3	8
Cc1cc2c(cc1S(=O)(=O)NCc1ccccc1)OCC(=O)N2	-2	1	2	-2	0.7	-14	4	-4	1
CCOc1ccc(NCC(=O)c2ccc(C)cc2)cc1	-8	4	-10	-2	0.1	-8	1	-6	3
CC1CCCN(C(=O)COC(=O)C2CCN(S(=O)(=O)c3ccc4c(c3)OCCO4)CC2)C1 (stereo not given)	-6	-15	9	-2	0.6	-19	7	-7	6
O=c1c(F)cn(C2CCCO2)c(=O)n1Cc1c(F)cccc1Cl (stereo not given)	-10	-6	-8	-6	1.0	3	0	-16	7
CC(C)c1ccc(C2NC(=S)NC3=C2C(=O)CC(C)(C)C3)cc1 (stereo not given)	-14	-3	-7	-7	1.0	4	0	-4	6
O=C(COC(=O)Cn1cnc2ccccc21)Nc1cc2c(cc1Cl)C(=O)c1ccccc1C2=O	-4	4	-9	-8	4.7	7	5	-25	5
CCOC(=O)CC(=O)CSc1ncnc2c1nnn2-c1ccccc1	-9	-16	5	0	2.0	-8	2	0	11
COc1ccc(-c2noc(CCCc3ccccc3)n2)cc1OC	-17	-1	-1	-3	0.3	-4	-1	-11	2
CC(=O)Nc1ccc(NC(=O)CSC2=NS(=O)(=O)c3cc(F)ccc3N2)cc1	-5	-14	3	3	0.2	2	-1	-8	14
O=C(O)CC1C(=O)NCCN1Cc1ccc(F)c(F)c1 (stereo not given)	-6	3	7	-1	0.1	3	0	-3	2
Cc1ccc2sc(N(CCN(C)C)C(=O)c3ccc4ccccc4c3)nc2c1C	-24	-6	13	1	0.1	6	0	-5	7
COc1cc(/C=N/N2C(=O)c3ccccc3C2=O)ccc1O	-1	0	1	-5	0.3	15	1	-4	3
CC(C)(Oc1ccc(Cl)cc1)C(=O)NCC1CCCO1 (stereo not given)	11	5	-8	-2	0.2	7	2	-9	2
Cc1cc(N)nc2nc(C(F)(F)F)nn12	0	-1	-1	-4	0.3	-2	0	-22	1
Cc1cc(NC(=O)CSc2nnc(C3COc4ccccc4O3)n2N)no1 (stereo not given)	-5	-5	-12	-3	0.3	2	0	-6	3
CCOC(=O)CSc1ncc(-c2ccccc2)nn1	11	-10	0	3	0.5	-5	1	5	14
Cc1cc(C)cc(SCc2noc(C(=O)NCc3ccccc3)c2C(=O)NCc2ccccc2)c1	2	-4	-13	-2	0.1	15	1	-8	6

(next part)
Every second line gives: CHO parental Ca | M1 antag | CHO-K1 Ca antag | M1 ag | M1 ag parental | M4 antag | M4 ag | OXTR potentiate | M1 PAM
> COc1ccc(N2CCN(C(=O)C(CCSC)N=C3NS(=O)(=O)c4ccccc43)CC2)cc1 (stereo not given)
    -17 | -8 | -17 | -2 | 0.8 | 0 | 2 | -4 | 5
> O=C(N/N=C/c1ccncc1)c1cc([N+](=O)[O-])cc([N+](=O)[O-])c1
    -8 | 0 | 9 | -1 | -0.2 | -14 | 1 | -8 | 9
> CCOC(=O)c1ccc(S(=O)(=O)N2CCC(C(=O)OCC)CC2)cc1
    -2 | -22 | -7 | 0 | 2.1 | 8 | 0 | -12 | 3
> CCCc1cc(=O)oc2cc(C)cc(OCC(=O)Nc3ccc(S(N)(=O)=O)cc3)c12
    -6 | 0 | 2 | -3 | -0.3 | -9 | -1 | 5 | 6
> CC(=O)Nc1cccc(/C(C)=N/NC(=O)c2ccc(NS(=O)(=O)c3cccs3)cc2)c1
    -5 | -7 | -1 | -3 | 0.6 | 1 | 1 | 0 | 6
> COc1ccccc1CN(C)C(=O)c1cnc(C)cn1
    -7 | -1 | -7 | -5 | 0.4 | 4 | 1 | 5 | 1
> CC(C)(C)C(=O)OCc1nc(-c2ccc(F)cc2)cs1
    -4 | 7 | -2 | -2 | 4.6 | 10 | 9 | -14 | -3
> Cc1cc(SCc2ccccc2Cl)nc(=O)[nH]1
    2 | -4 | -6 | -4 | -0.3 | -7 | 0 | -6 | 4
> CCc1ccc2c(c1)NC(=O)C2(C)Cc1cccc(F)c1 (stereo not given)
    · | -10 | -14 | -3 | 1.3 | -10 | 1 | · | 2
> C=CCN1C=C2C(=O)C(C)(OC(=O)c3ccc(OC)cc3)C(=O)C(c3ccco3)=C2C=C1CCCC (stereo not given)
    0 | 0 | -7 | -3 | -0.8 | 2 | 1 | -6 | 17
> COc1ccc(OC)c(S(=O)(=O)Nc2ccc3c(c2)OCCO3)c1
    · | 14 | -1 | -8 | 0.5 | -3 | 1 | · | -12
> O=C(OCc1cn(Cc2ccccc2)nn1)c1ccccc1
    -16 | 1 | -4 | -8 | -0.6 | 2 | 0 | -6 | 0
> CNC(=O)c1cc(S(=O)(=O)Nc2ccc3c(c2)OCCO3)ccc1C
    9 | -15 | -12 | -1 | 3.0 | 1 | 1 | -13 | 6
> O=C(NC(=S)NCCC1=CCCCC1)c1cccnc1
    -5 | 7 | -14 | -9 | 0.3 | -3 | -1 | -9 | 1
